Compound activity deposited in PubChem by several laboratories.
ssDAF12 agonist = S. stercoralis DAF-12 nuclear receptor activators, primary screen, cell-based, luminescence, HEK293, GRIP1 co-expression, lit1-tk-luc. activation, % at 6.8 µM. HEK293 ssDAF-12/GRIP1 lit1-tk-luc reporter; % of 3 µM dafachronic acid response. 1% of 370,000 active;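 active means activation above the mean over all tested compounds plus 3 SD, cut at about 0.9% in these data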;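 further: 0% = DMSO-only wells and 100% = 3 µM delta7-dafachronic acid wells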
DAX1 inh-1 = DAX1 (NR0B1) inhibitors, primary screen, cell-based, HEK293, Gal4-DAX1, luciferase luminescence. HEK293 Gal4-DAX1 luciferase reporter. inhibition, % at 6.75 µM. 0.99% of 340,000 active. AID 504766, 2011. Nuclear receptor subfamily 0 group B member 1 (Homo sapiens), P51843;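 active means inhibition above the mean over all tested compounds plus 3 SD, cut at about 4.2% in these data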;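 further: 0% = DAX1-transfected cells with DMSO and 100% = empty-vector control cells with DMSO; inhibition shows as a rise in luminescence from relieved DAX1 repression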
HGIII-sPLA2 inh = human group III sPLA2 inhibitors, primary screen, biochemical, QFRET, BODIPY PC-A2 liposome substrate | Group 3 secretory phospholipase A2 (Homo sapiens), Q9NZ20 | QFRET BODIPY PC-A2 liposome hydrolysis, fluorescence | inhibition, % at 12.2 µM | 0.56% of 370,000 active | AID 743126, 2013;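 active means inhibition above mean plus 3 SD of compounds lying within the high and low control bounds, cut at about 19% in these data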;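 further: 0% = median of test compound wells and 100% = no enzyme DMSO wells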
NPR2 activator = human GC-B receptor activators, primary screen, HEK293 GC-B cells, cGMP TR-FRET, EC30 CNP. 0% at EC30 CNP, 100% saturating CNP. 0.11% of 370,000 active. activation, % at 10 µM;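 active means activation at 10 µM reaching about 35% in either raw or pattern-adjusted values, limit read from the data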
Target sequence (P20594 whole entry, looked up): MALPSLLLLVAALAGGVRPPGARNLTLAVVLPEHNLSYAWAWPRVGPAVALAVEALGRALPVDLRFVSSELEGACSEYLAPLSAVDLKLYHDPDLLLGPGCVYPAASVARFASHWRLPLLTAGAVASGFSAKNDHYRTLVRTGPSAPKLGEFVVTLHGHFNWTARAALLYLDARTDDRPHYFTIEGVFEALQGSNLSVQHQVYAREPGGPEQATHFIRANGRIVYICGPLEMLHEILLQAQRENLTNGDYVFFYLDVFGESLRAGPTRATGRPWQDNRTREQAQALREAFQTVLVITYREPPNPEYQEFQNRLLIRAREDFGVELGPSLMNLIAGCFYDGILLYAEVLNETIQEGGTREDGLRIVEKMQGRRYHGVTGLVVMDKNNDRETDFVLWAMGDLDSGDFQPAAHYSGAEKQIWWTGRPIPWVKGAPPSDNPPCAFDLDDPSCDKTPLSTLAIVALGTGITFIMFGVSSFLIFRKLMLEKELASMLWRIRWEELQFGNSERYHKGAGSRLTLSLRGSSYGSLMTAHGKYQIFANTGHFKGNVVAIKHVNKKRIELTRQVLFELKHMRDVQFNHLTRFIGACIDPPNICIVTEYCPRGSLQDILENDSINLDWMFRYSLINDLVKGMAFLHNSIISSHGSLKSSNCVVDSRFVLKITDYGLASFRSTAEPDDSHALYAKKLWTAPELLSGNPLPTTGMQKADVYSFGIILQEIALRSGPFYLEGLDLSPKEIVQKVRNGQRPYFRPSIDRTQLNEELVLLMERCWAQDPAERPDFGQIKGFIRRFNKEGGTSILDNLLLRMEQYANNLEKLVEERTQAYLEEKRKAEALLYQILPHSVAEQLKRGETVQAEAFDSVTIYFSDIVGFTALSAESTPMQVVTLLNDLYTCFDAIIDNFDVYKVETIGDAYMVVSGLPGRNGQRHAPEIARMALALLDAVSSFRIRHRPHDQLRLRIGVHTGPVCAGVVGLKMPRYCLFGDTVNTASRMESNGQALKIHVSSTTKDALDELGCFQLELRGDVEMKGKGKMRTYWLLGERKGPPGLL
hcDAF12 agonist = H. contortus DAF-12 nuclear receptor activators, primary screen, cell-based, luminescence, HEK293, lit1-tk-luc reporter; HEK293 hcDAF-12 lit1-tk-luc reporter; 0% DMSO, 100% Δ7-dafachronic acid; activation, % at 6.8 µM; 1.4% of 370,000 active; AID 652067, 2013;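 active means activation above the mean of all tested compounds plus 3 SD, cut at about 5.5% in these data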;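 further: 100% = response to 3 µM Δ7-dafachronic acid high control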
GAA850 FXN act = FXN promoter activators, primary screen, cell-based, luciferase luminescence, HEK293 lucGAA850; HEK293 lucGAA850 FXN promoter luciferase reporter, 24 h; percent of 10 µM SAHA response; activation, % at 6 µM; 0.56% of 360,000 active;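 active means activation above the average of all compounds screened plus 3 SD, cutoff fixed separately per campaign, cut at about 7.5% in these data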;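 further: 0% = DMSO wells and 100% = 10 µM SAHA wells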
hgDAF-12 ag = H. glycines DAF-12 receptor agonists, primary screen, cell-based, luminescence, HEK293, GAL4 fusion, UAS-luciferase. AID 687014, 2013. HEK293 GAL4-hgDAF12 UAS-luciferase reporter, agonist luminescence; normalized to butyrate control. 1.8% of 370,000 active. activation, % at 6.8 µM;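 active means activation above a cutoff set at the mean of all screened compounds plus 3 SD, cut at about 10% in these data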;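 further: 0% = DMSO wells and 100% = sodium butyrate wells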
ADAM10 inh = human ADAM10 inhibitors, primary screen, biochemical, QFRET, HTS; Disintegrin and metalloproteinase domain-containing protein 10 (Homo sapiens), O14672; recombinant ADAM10, EDANS/DABCYL FRET peptide cleavage, 3 h; inhibition, % at 7 µM; 0.62% of 370,000 active; AID 720582, 2013;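 active means inhibition above a per-campaign cutoff equal to the mean of compounds falling between control-based bounds plus 3 SD, cut at about 20% in these data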;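 further: 0% = DMSO wells while the 100% control is not disclosed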
SMARCA2 activ = SMARCA2 (BRM) function activators, primary screen, cell-based, luminescence, high throughput | MG213 cells, MMTV-luciferase reporter, dexamethasone, overnight | activation, % at 9.1 µM | 1% of 370,000 active | AID 652017, 2013; in the data active means activation above about 7.8%;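 further: 0% = vehicle wells and 100% = reference activator wells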
GC-A act = GC-A stimulated cGMP production enhancers – HEK293 GC-A cells, cGMP TR-FRET, EC30 ANP, primary screen | Atrial natriuretic peptide receptor 1 (Homo sapiens), P16066 | 0% at EC30 ANP, 100% saturating ANP | activation, % at 10 µM | 0.14% of 370,000 active | AID 1671463, 2021; in the data active means activation above about 40%
DAX1 inh-2 = DAX1 (NR0B1) inhibitors on StAR promoter, primary screen, cell-based, luminescence, SF-1 (NR5A1), full-length DAX-1; HEK293T StAR-luciferase reporter, SF-1/DAX-1 repression relief; inhibition, % at 6.8 µM; 1.1% of 370,000 active; AID 652010, 2013;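 active means inhibition above the mean over all tested compounds plus 3 SD, cut at about 3.6% in these data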;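 further: 0% = DAX-1 cells with DMSO and 100% = cells lacking DAX-1 with DMSO; higher inhibition means more luminescence from relief of DAX-1 repression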
* hit, by the source's call; . = not tested or not shown; & = joins results of further samples.

SMILES	ssDAF12 agonist	DAX1 inh-1	HGIII-sPLA2 inh	NPR2 activator	hcDAF12 agonist	GAA850 FXN act	hgDAF-12 ag	ADAM10 inh	SMARCA2 activ	GC-A act	DAX1 inh-2
O=C(O)c1ccc(N/N=C/c2ccc3nccnc3c2)cc1	-3.6	-7.5	-1.5	-9.1	-5.6	-12.6	-13.6	4.9	-6.7	-6.2	-2.2
COc1ccc(-c2cc(C(=O)Nc3ccc4c(c3)OCO4)no2)cc1	0.2	0.5	-2.3	-0.1	-1.8	-1.3	-0.2	-1.8	-2.5	1.2	0.0
COc1nnc(-c2ccc(C)c(S(N)(=O)=O)c2)c2ccccc12	-1.6	1.0	-4.6	0.1	-0.6	-0.4	0.6	0.5	-2.8	-2.2	-0.1
CCN=C1S/C(=C\c2cc(Cl)c(OC)c(OC)c2)C(=O)N1CC	-1.0	1.3	0.8	-0.6	-1.4	3.2	-1.0	0.6	3.3	-3.9	-0.2
COc1cc(/C=C(/C#N)C(=O)Nc2ccc(C)cc2)ccc1Oc1nc(Cl)ncc1F	-0.9	0.2	-11.2	-7.9	-0.9	-1.3	-0.7	3.6	-0.2	-2.9	-0.5
COc1ccc(-n2nc3c(N4CCC(C(=O)NCc5cccc(C)c5)CC4)nnc(C)c3c2C)cc1	-1.7	0.4	-14.4	-4.2	-2.3	-0.6	-2.4	-71.9	14.1*	0.9	-0.1
CCOc1ccccc1C(c1c(C)n(C)n(-c2ccccc2)c1=O)c1c(C)n(C)n(-c2ccccc2)c1=O	-0.5	0.3	4.0	-3.6	-1.0	0.7	-2.5	18.1	-2.9	0.2	-0.1
O=C(Nc1ccc(F)cc1)c1ccc(C(=O)N2CCCC(O)C2)cc1 (stereo not given)	-1.2	0.6	5.7	1.2	-1.1	0.9	1.2	5.5	1.4	1.9	0.2
CCN(CC(=O)Nc1ccc(NC(C)=O)cc1)C(=O)COc1ccccc1Cc1ccccc1	-1.7	-0.1	-29.1	1.1	1.2	-1.1	0.9	5.1	-1.2	-1.8	-0.4
CC[C@]12c3[nH]c4cc(CCC(=O)N(C)C)ccc4c3CCN1C(=O)[C@@H](CC(=O)NCCCN(C)C)C[C@@H]2C(=O)N1CCN(C(=O)C2CC2)CC1	-1.3	-0.1	7.5	-2.0	-0.7	-0.1	2.6	-0.6	-4.5	3.3	0.1

Whole records from above. Order of values: ssDAF12 agonist, DAX1 inh-1, HGIII-sPLA2 inh, NPR2 activator, hcDAF12 agonist, GAA850 FXN act, hgDAF-12 ag, ADAM10 inh, SMARCA2 activ, GC-A act, DAX1 inh-2
CCN=C1S/C(=C\c2cc(Cl)c(OC)c(OC)c2)C(=O)N1CC as listed: -1.0, 1.3, 0.8, -0.6, -1.4, 3.2, -1.0, 0.6, 3.3, -3.9, -0.2
O=C(Nc1ccc(F)cc1)c1ccc(C(=O)N2CCCC(O)C2)cc1 (stereo not given) as listed: -1.2, 0.6, 5.7, 1.2, -1.1, 0.9, 1.2, 5.5, 1.4, 1.9, 0.2

Carrying on.
SMILES	ssDAF12 agonist	DAX1 inh-1	HGIII-sPLA2 inh	NPR2 activator	hcDAF12 agonist	GAA850 FXN act	hgDAF-12 ag	ADAM10 inh	SMARCA2 activ	GC-A act	DAX1 inh-2
COc1ccc(S[C@]2(C(=O)N3CCOCC3)CC(=O)N(c3ccccc3)[C@@H]2c2ccc(OC)cc2)cc1	-1.0	.	-5.8	-16.7	-1.2	.	1.8	2.6	-5.3	-13.9	-1.4
CCOC(=O)C1CCN(Cc2c(O)c3ccccc3oc2=O)CC1	-1.1	-1.4	-5.6	2.4	-0.4	0.7	0.1	8.6	-0.9	-1.6	0.4
Cc1ccc(-c2nnn(CC(=O)N(CC(=O)NC3CCCCC3)c3cccc(F)c3)n2)o1	-0.8	-0.8	-0.7	1.7	-1.0	-3.0	-0.3	-0.9	0.1	5.2	0.2
CC1=C(C(=O)N(C(C)C)C(C)C)CC(CC(=O)NC2CC2)C(=O)N1CCCN1CCCC1=O (stereo not given)	-1.0	.	10.8	4.4	-1.5	.	1.4	6.9	5.1	2.5	0.1
CC1CCCC(NC(=O)Cn2cc(C(F)(F)F)cc(Cl)c2=O)C1C (stereo not given)	-0.5	0.6	13.3	6.0	1.7	0.5	1.0	-8.3	-0.6	-1.6	0.6
O=Cc1cc2ccccc2nc1SCc1ccc(Cl)c(Cl)c1	-0.6	-0.5	-0.4	-1.6	0.0	1.2	-0.7	3.4	2.5	-6.8	-0.4
CCOc1ccc(C(=O)NCC(=O)N2CCN(c3ccc(C(F)(F)F)cn3)CC2)cc1	-0.7	-1.2	-0.8	6.1	-0.4	-1.0	-0.6	-3.8	-1.8	0.4	-0.7
O=C(O)c1ccc(-n2cccc2/C=C2/SC(=O)N(CC(=O)N3CCCC3)C2=O)cc1	-0.5	-0.4	-15.4	2.5	2.6	0.1	1.5	-12.3	3.9	-6.2	-0.2
O=C(NOCc1ccccc1)c1ccccc1	0.0	2.8&0.7	7.7	5.0	3.3	2.5	9.7	-1.0	5.9	1.6	1.5
CCC(=O)Nc1cc2c3c(c1)CCN3C(=O)CC2	-1.2	-0.1	-2.0	3.8	-0.5	2.8	0.0	-10.1	-1.5	4.1	-0.2
S=C(NCc1ccc(Cl)cc1)Nc1ccccc1	-0.1	1.7	-0.9	1.3	-2.2	3.1	2.2	-0.5	1.1	0.9	-0.4
CCn1c(N)c(C(N)=O)sc1=S	-1.6	-0.3	-0.8	4.3	-2.2	-3.9	-2.7	-17.5	-6.3	0.6	0.0
COc1cccc(/C=C/C(=O)OCC(=O)N2CCN(S(=O)(=O)c3ccc(Cl)cc3)CC2)c1	-0.9	-0.4	8.4	-7.2	-0.7	-0.9	-1.4	-17.6	-3.2	1.8	1.2
C[C@H]1CN([C@@H](C)CO)C(=O)CCCn2nncc2CO[C@H]1CN(C)C(=O)c1ccc2ccn(C)c2c1	-0.3	0.0	12.5	12.4	1.8	-0.7	-3.5	-20.1	-4.0	-0.4	0.2
Cc1ccc(CSc2ncnc3ccccc23)cc1	-1.2	0.6	10.3	-1.9	-1.1	4.2	0.0	-10.3	-4.2	3.0	-0.4
NC(=O)C1CCN(C(=O)c2ccc3c(=O)n(Cc4ccco4)c(SCC(=O)c4ccccc4)nc3c2)CC1	-1.1	0.5	-15.1	-0.3	-1.2	3.0	0.6	3.4	-0.2	-4.4	-1.8
CN(C(=O)c1cccc(NC(=O)Cc2ccc(NC(=O)C3CCCN(C(=O)C4CCCCC4)C3)cc2)c1)C1CCCC1 (stereo not given)	-1.3	-1.5	-16.8	2.4	-1.8	-0.6	0.0	0.0	-3.3	3.4	-1.0
COc1ccc(CN2CC(C(=O)NCCCN3CCCCCC3)CC2=O)cc1 (stereo not given)	-1.2	0.2	5.7	2.2	-1.4	0.3	1.5	0.8	-0.8	-2.5	0.1
O=C(OCc1cn([C@H]2C[C@H](c3ccccc3)N(Cc3cccs3)C[C@@H]2O)nn1)c1ccccc1	-1.4	0.7	-2.7	-3.3	-0.7	-0.7	1.7	-1.5	6.1	-5.3	-1.1
CCN(CC)CCCN(C(=O)c1ccc(F)cc1)c1nc(-c2ccc(OC)cc2)cs1	-0.1	-0.9	2.4	-9.6	-0.5	-1.3	1.7	4.9	3.5	-10.7	0.6
COc1cc(C)ccc1OCCCCNCc1ccccc1	-0.2	0.7	-10.2	-8.3	1.2	2.0	0.7	2.2	1.4	-21.4	0.1
COc1ccc(N2CCN(/C(=N\S(=O)(=O)c3ccc(C)cc3)Nc3nc(C)cc(C)n3)CC2)cc1	-1.9	-0.1	1.8	7.2	-0.1	0.1	-1.2	-6.5	-1.3	3.6	0.3
CCc1ccc(C(=O)NC(=S)Nc2ccc(N3CCOCC3)cc2)cc1	-1.4	-0.5	7.1	-7.4	1.5	0.7	-1.8	-1.4	-3.0	-5.2	0.2
O=C(CN1C(=O)NC2(CCCc3ccccc32)C1=O)N1CCN(c2cccc(C(F)(F)F)c2)CC1 (stereo not given)	0.2	-0.6	-2.3	-0.3	-0.5	0.3	-1.0	0.2	0.3	2.3	0.0
COc1ccc(/C=N/NC(=O)c2ccc(F)cc2)cc1CN1CCc2cc(OC)c(OC)cc2C1C (stereo not given)	-1.5	-0.4	-3.5	-1.3	-1.5	1.0	-2.8	-5.2	-1.7	-4.7	-0.2
O=C(Nc1ccc(Cl)cc1)N1CCCN(Cc2ccccc2F)C1	-0.3	-0.1	-6.2	-6.6	-1.9	2.1	1.2	-2.1	-0.5	-3.4	0.4
O=C(NCCS(=O)(=O)NC1CCCC1)c1ccccc1	-0.6	0.3	-3.0	-2.2	-1.4	3.7	0.6	0.7	-0.1	1.2	1.5
CCn1cc(C(=O)OCC(=O)Nc2ccccc2OC(F)F)c(=O)c2ccc(C)nc21	-1.2	-0.1	-1.8	3.8	-1.1	2.1	-1.8	-4.0	-1.5	3.6	1.6
Cc1c(NC(=S)N/N=C/c2ccc([N+](=O)[O-])cc2O)c(=O)n(-c2ccccc2)n1C	-1.3	1.5	3.9	-3.0	-0.6	0.8	-1.5	9.6	-2.5	1.5	0.0
Cn1c(SCC(=O)CC(=O)Nc2ccccc2)nnc1-c1ccc(O)cc1	-2.1	-0.1	-6.5	-2.8	-0.9	-0.4	-1.5	-4.4	3.1	3.6	0.3
COc1cccc(C(=O)NNC(=O)C(=O)Nc2ccc(OC)cc2OC)c1	-1.2	-1.6	-3.4	-3.8	-1.0	1.0	-0.5	7.2	-3.5	2.4	-0.1
CCOC(=O)N1CCN(C(=O)Cc2c(C(=O)O)n(C)c3ccccc23)CC1	-1.4	0.4	2.1	5.4	-1.7	0.6	4.2	-5.2	1.1	2.9	0.5
CCOC(=O)Cn1c(=O)cnc2ccccc21	-1.3	-0.3	6.5	-3.1	1.1	1.4	0.0	-76.1	-0.3	1.0	0.4
CCCCCc1cccnc1	0.3	-1.3	18.3	4.9	-1.7	0.0	0.7	-0.3	-4.0	-0.2	0.5
c1ccc(C(c2ccccc2)N2CCN(Cc3nc(-c4cnccn4)no3)CC2)cc1	-1.5	-0.4	-3.0	-1.9	-0.8	2.5	1.0	-7.4	0.0	-6.4	0.0
CCc1noc(C)c1C(=O)OCC(=O)Nc1ccc2c(c1)OCO2	-1.7	-0.2	6.8	-1.9	-1.2	0.9	0.2	-15.5	-4.5	1.0	0.1
CCCSc1nc(O)c(C(c2ccc(OC)c(O)c2)c2c(O)nc(SCCC)n(C)c2=O)c(=O)n1C	-1.8	1.2	4.8	1.8	-1.6	1.3	0.1	-4.2	-2.1	-5.5	0.0

Outcome played no part in choosing rows; 6.6% or so of the library scored in one or more.
